FAS TE block – FAS thioesterase domain inhibitors, primary screen, biochemical, fluorescence intensity, uHTS; inhibition, % at 15 µM; actives 0.67% (n = 360,000); Fatty acid synthase (Homo sapiens), P49327; AID 602261, 2012; recombinant FAS-TE, OMFH fluorogenic substrate, fluorescence endpoint;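 active = compounds whose normalised, plate-corrected inhibition of enzyme fluorescence in the single-dose primary screen is 50% or more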;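 note: 0% = DMSO with enzyme and 100% = substrate without enzyme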
Target sequence (P49327 whole entry, looked up, the tested form may be a part): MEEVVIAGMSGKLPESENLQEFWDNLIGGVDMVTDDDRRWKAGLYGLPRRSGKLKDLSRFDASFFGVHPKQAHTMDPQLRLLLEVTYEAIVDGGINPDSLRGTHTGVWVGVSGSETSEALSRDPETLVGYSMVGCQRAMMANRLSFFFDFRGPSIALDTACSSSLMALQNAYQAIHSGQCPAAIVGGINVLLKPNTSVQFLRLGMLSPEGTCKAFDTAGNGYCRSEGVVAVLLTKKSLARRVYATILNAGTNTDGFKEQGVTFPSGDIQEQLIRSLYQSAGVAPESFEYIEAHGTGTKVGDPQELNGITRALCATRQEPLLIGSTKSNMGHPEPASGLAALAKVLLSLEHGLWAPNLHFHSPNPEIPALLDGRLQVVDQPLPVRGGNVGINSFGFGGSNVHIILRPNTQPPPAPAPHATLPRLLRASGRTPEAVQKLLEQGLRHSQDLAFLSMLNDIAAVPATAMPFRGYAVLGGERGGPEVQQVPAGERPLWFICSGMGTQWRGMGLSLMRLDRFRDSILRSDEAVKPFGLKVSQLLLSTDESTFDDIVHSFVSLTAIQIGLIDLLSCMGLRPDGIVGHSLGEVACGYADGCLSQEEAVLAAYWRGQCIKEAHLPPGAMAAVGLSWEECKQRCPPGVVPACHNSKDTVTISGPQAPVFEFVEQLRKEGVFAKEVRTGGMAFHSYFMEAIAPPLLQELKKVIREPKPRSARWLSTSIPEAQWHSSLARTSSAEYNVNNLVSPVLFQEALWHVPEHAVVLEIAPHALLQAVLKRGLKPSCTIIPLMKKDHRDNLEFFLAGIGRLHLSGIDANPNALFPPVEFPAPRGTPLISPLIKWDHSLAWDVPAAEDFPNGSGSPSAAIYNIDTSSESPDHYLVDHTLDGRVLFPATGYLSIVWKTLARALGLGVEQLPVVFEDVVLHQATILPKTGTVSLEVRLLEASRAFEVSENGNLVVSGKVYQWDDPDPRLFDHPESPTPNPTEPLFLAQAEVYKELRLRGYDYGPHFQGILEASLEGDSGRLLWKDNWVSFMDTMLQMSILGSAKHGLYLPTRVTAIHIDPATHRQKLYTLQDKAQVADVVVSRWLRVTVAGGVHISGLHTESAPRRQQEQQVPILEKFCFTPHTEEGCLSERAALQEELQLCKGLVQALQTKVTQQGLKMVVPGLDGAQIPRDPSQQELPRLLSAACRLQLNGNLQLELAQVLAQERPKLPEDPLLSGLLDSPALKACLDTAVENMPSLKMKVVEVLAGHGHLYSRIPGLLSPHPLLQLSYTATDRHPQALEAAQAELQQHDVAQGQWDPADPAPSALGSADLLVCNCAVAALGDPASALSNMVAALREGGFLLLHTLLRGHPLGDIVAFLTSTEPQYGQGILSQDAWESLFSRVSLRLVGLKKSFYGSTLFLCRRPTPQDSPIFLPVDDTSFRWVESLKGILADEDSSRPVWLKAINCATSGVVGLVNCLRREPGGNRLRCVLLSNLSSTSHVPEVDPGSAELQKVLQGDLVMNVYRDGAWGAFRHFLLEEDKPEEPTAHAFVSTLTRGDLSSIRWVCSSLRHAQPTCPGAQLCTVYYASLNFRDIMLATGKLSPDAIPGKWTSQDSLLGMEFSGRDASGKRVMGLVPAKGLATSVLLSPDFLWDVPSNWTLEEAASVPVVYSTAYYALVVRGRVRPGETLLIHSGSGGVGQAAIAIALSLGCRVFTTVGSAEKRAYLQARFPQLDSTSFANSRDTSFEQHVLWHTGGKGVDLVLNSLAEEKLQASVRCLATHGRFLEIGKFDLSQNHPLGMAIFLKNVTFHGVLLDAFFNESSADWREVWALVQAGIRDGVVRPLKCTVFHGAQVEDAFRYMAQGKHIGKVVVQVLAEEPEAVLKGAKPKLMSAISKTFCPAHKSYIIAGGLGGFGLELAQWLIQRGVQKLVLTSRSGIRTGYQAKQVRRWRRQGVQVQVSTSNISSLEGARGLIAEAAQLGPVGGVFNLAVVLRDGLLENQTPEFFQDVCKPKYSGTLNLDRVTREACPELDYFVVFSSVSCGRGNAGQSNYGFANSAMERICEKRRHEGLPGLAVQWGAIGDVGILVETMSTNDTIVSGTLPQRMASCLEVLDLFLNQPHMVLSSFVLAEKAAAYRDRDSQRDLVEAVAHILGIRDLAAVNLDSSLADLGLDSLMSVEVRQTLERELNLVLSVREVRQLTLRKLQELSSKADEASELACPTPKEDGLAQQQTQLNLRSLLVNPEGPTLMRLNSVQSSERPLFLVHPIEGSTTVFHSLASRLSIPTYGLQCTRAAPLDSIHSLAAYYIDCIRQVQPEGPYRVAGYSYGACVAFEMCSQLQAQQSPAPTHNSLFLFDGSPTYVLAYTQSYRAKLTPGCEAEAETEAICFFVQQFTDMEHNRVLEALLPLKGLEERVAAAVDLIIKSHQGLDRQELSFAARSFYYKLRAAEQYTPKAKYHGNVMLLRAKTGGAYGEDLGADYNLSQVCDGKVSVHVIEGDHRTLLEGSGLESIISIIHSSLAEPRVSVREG
SKN-1 inh – suppressors of acrylamide-induced Pgst-4::GFP reporter in worms, primary screen, SKN-1 inhibitor project, whole organism, uHTS, GFP/RFP fluorescence ratio, strain VP596. C. elegans VP596 Pgst-4::GFP/RFP ratio, 24 h. inhibition, % at 21.8 µM. actives 0.49% (n = 360,000);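 active = interference check ratio from 0.5 to 1.5 plus GFP to RFP signal ratio inhibition reaching or exceeding a fixed threshold, cut at about 30% in these data, passing the limit was not always enough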; note: some compounds called inactive have numbers as strong as hits
Neddylation inh – inhibitors of cullin neddylation, primary screen, biochemical, TR-FRET, uHTS, NAE and Ubc12; actives 0.58% (n = 360,000); AID 651699, 2012; NEDD8-conjugating enzyme Ubc12 (Homo sapiens) + NEDD8-activating enzyme E1 regulatory …; calls only at 25 µM; in the data active = inhibition above about 36%
CendR NRP1 mod – modulators of CendR peptide binding to NRP-1, primary screen, biochemical, fluorescence polarization, uHTS. inhibition, % at 25 µM. FAM-RPARPAR peptide binding to NRP-1. Neuropilin-1 (Homo sapiens), O14786. actives 0.85% (n = 360,000);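 active = inhibition or corrected inhibition above about 18%, plus a signal ratio from 0.5 to 1.5, limit read from the data, passing the limit was not always enough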; note: strong numbers were not always called active
E coli Lon inh – inhibitors of E. coli Lon protease, primary screen, biochemical, fluorescence polarization; P0A9M0; purified E. coli Lon protease; inhibition, % at 7.94 µM; actives 0.42% (n = 360,000); in the data active = inhibition above about 13%, passing the limit was not always enough;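 note: 0% = enzyme with probe and DMSO and 100% = no enzyme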
Rin1 Abl inh – inhibitors of Rin1-Abl protein binding, primary screen, biochemical, TR-FRET; Tyrosine-protein kinase ABL1 (Homo sapiens) + Ras and Rab interactor 1 (Homo sapiens), …; inhibition, % at 7.35 µM; actives 0.4% (n = 360,000); AID 588664, 2011; in the data active = inhibition above about 5%, passing the limit was not always enough
bovine MsrA act – bovine MsrA enzyme activators, primary screen, biochemical, absorbance, HTS; Methionine sulfoxide reductase A (Bos taurus); purified bovine MsrA, absorbance read-out; activation, % at 10.6 µM; actives 0.3% (n = 360,000); AID 602163, 2012; in the data active = activation above about 7.5%;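 note: 0% = vehicle and 100% = reference activator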
MLLE-PAM2 inh – inhibitors of PABP1 MLLE–PAM2 peptide binding, primary screen, biochemical, fluorescence polarization, FITC-PAM2, GST-MLLE. actives 0.36% (n = 360,000). inhibition, % at 20 µM; in the data active = inhibition above about 35%, passing the limit was not always enough;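 note: plate controls were DMSO wells with GST-MLLE for no effect and wells lacking GST-MLLE protein for full effect; some results filed as inactive read as strong as hits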
MT1-MMP act inh – blockers of MT1-MMP proenzyme processing, primary screen, HT1080 RFP-PRO-GFP cells, GFP/RFP fluorescence. actives 0.061% (n = 360,000). AID 651647, 2012. Matrix metalloproteinase-14 (Homo sapiens), P50281. GFP/RFP ratio fluorescence, overnight; percent of plate control window, DMSO zero. GFP/RFP ratio change, % at 20 µM;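 active = GFP/RFP ratio change of at least 30% with cell ATP level not reduced by more than half and red fluorescence within 50% of control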; note: strong numbers were not always called active
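Assay system: HT1080 RFP-PRO-GFP cells. Benchmarks: DMSO vehicle wells and RFP-L50D-GFP reporter cell wells. Times: overnight cell settling, then overnight compound exposure, 37 °C, 5% CO2. Compound: 20 µM single dose, 1% DMSO. Read-out basis: GFP/RFP fluorescence ratio.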
Numbers without * were called inactive; i = inactive; / = no result given; & = joins results of further samples.

SMILES	FAS TE block	SKN-1 inh	Neddylation inh	CendR NRP1 mod	E coli Lon inh	Rin1 Abl inh	bovine MsrA act	MLLE-PAM2 inh	MT1-MMP act inh
O=[N+]([O-])c1c(C(Cl)Cl)nn(-c2ccccc2)c1N1CCCC1	7	13	i	-2	-2	2	-3	-1	-5
CCc1nc2sc(C(=O)O)c(N)c2c2c1CCCC2	-4	8	i	4	-2	-4	-1	-2	3
CCOC(=O)CC(=O)c1sc2c(c1N)c(=O)[nH]c(=O)n2-c1ccc(OC)cc1	-3	9	i	4	-1	-2	-4	-6	-1
Cc1ccccc1Cc1c(C)nc2c(C(=O)NCc3ccco3)cnn2c1C	11	3	/	-22	-11	3	-5	-4	-2
Cn1c(CNC(=O)Nc2cccc(Cl)c2)nnc1SCc1ccccc1	6	29	i	14	15*	-2	-3	0	2
C=CCc1ccccc1OCCNCCCOC	-10	-8	i	8	-8	-1	0	12	4
Cc1cc(C(F)(F)F)n2nc(C(=O)O)c(Cl)c2n1	-7	4	i	2	-12	1	-5	7	-1
O=C1CC(c2ccco2)CC(O)=C1C=Nc1cc(Cl)cc(Cl)c1 (centres undefined)	1	-5	i	0	2	-4	-6	14	3
O=C(c1cc2ccccc2oc1=O)N(Cc1ccco1)C1CCS(=O)(=O)C1 (centres undefined)	-4	-3	i	1	0	1	-1	3	1
Cn1c(C(=O)O)c(CC(=O)N2CCC(Cc3ccccc3)CC2)c2ccccc21	0	2	i	-7	-4	2	2	11	2
COc1cccc(-c2nn(C)c3sc(C(=O)N4CCOCC4)cc23)c1	-6	-1	i	2	-4	-1	-6	-12	1
CCOC(=O)C1=C[C@@H](C(C)(C)C)N(S(=O)(=O)c2ccc(C)cc2)[C@H]1c1ccccc1	29	7	i	8	4	1	-2	8	-13
O=C(c1ccc(Cl)s1)N1CCOCC1	0	-17	i	-4	-1	0	-11	13	1
COc1cccc(CC(=O)OCC(=O)N(C)CC(=O)Nc2ccc(F)cc2)c1	-5	-3	i	-7	3	-1	-6	0	2
Cc1ccccc1N(C(=O)CCC(=O)Nc1ccccn1)C(C(=O)NC(C)C)c1ccc(F)cc1 (centres undefined)	0	-11	i	0	0	2	-7	-4	-4
Cc1oc2c(c1C(=O)NCc1cc(C(=O)O)co1)CCCC2	-6	-5	i	4	-1	-1	-1	8	1
COC(=O)Nc1cc(C)n(-c2ccccc2)n1	1	-12	i	0	-4	-1	-12	0	0
c1ccc(-c2nnc(SCc3nc4ccccc4[nH]3)n2Cc2ccco2)nc1	-1	1	i	-21	-4	1	-2	-51	3
COC(=O)[C@]12CCCCC=C1N(Cc1cccc3ccccc13)C(=O)[C@H](CC(=O)NCCC(C)C)C2	10	1	i	-8	4	/	-6	/	-18
COc1cc(C)c(S(=O)(=O)NC2CC(C)(C)NC(C)(C)C2)cc1C	-3	3	i	-2	5	-3	-4	-9	2
CN1CCN(S(=O)(=O)c2ccc(Cl)cc2)CC1	-6&-3	1&2	i	1&5	-1&9	3&-3	-4&-3	17&17	1&5
O=C(Nc1cccc2nsnc12)c1ccc(-c2cccc(Cl)c2)o1	10	-6	/	-48	-25	-2	-2	-19	-16
COCCCn1c(SCC(=O)NC(C)C)nnc1-c1ccccc1	-21	36*	i	-5	4	1	-12	1	-2
COc1ccc(NC(=O)COC(=O)c2n[nH]c3ccccc23)c(OC)c1	-13	4	i	-12	-4	-1	-1	-31	0
CCCCCOc1ccc(N2C(=O)CC(N(O)c3ccccc3)C2=O)cc1 (centres undefined)	-17	7	i	-11	-3	4	-10	10	-1

A second format for four compounds above.
SMILES | FAS TE block | SKN-1 inh | Neddylation inh | CendR NRP1 mod | E coli Lon inh | Rin1 Abl inh | bovine MsrA act | MLLE-PAM2 inh | MT1-MMP act inh
c1ccc(-c2nnc(SCc3nc4ccccc4[nH]3)n2Cc2ccco2)nc1 | -1 | 1 | i | -21 | -4 | 1 | -2 | -51 | 3
COC(=O)Nc1cc(C)n(-c2ccccc2)n1 | 1 | -12 | i | 0 | -4 | -1 | -12 | 0 | 0
CN1CCN(S(=O)(=O)c2ccc(Cl)cc2)CC1 | -6&-3 | 1&2 | i | 1&5 | -1&9 | 3&-3 | -4&-3 | 17&17 | 1&5
O=C(Nc1cccc2nsnc12)c1ccc(-c2cccc(Cl)c2)o1 | 10 | -6 | / | -48 | -25 | -2 | -2 | -19 | -16

The results go on:
SMILES	FAS TE block	SKN-1 inh	Neddylation inh	CendR NRP1 mod	E coli Lon inh	Rin1 Abl inh	bovine MsrA act	MLLE-PAM2 inh	MT1-MMP act inh
CCc1nc(N)c(C#N)c(-c2cccn2C)c1C	-8	-8	i	-2	-5	2	-1	-2	1
CC(C)Oc1cccc(C(=O)Nc2nnc([C@@H]3C[C@H](O)[C@@H](CO)O3)s2)c1	-3	-6	i	-1	-16	-1	1	4	-1
O=C(CCCC(=O)c1ccccc1)Nc1ccc(F)cc1	-4	5	i	-5	4	3	-4	11	7
CCOc1ccc(CN(C)C(C)C(=O)Nc2ccc([N+](=O)[O-])cc2Cl)cc1OC (centres undefined)	35	3	i	-7	-15	-1	-1	8	-2
O=C(COC(=O)Cc1cccs1)Nc1ccccc1	-6	-7	i	0	2	3	-7	3	1
O=C(/C=C/c1cccc(Br)c1)NC1CCN(Cc2ccccc2)CC1	2	-11	i	3	-3	-1	-2	-5	1
Cc1cccc(C)c1NC(=O)CN1CCN(C/C=C/c2ccccc2)CC1	-2	2	i	7	-8	4	-4	-8	2
O=C(Cc1ccc([N+](=O)[O-])cc1)NCc1ccccc1Cl	-3	2	i	-8	10	2	-3	3	-2
CN(CCC1CCCCO1)C(=O)CCc1nnc(CCCCc2ccccc2)o1 (centres undefined)	-3	5	i	-2	0	3	-3	-3	-3
O=C(NCCN1CCN(c2ccccc2)CC1)c1cccn2c(=O)c3ccccc3nc12	20	2	i	-12	-10	-2	-4	14	4
CCOc1ccc(CC(=O)Nc2ccc(S(=O)(=O)N3CCCC3)cc2)cc1	5	-5	i	2	1	1	-3	4	-4
CCN(CC)CCOC(=O)C(Cc1ccco1)Cc1cccc2ccccc12 (centres undefined)	7	-2	i	-6	6	-3	-1	16	-2
O=C1OC(c2ccccc2)/C(=C(/O)c2ccccc2)C1=O (centres undefined)	-7	-7	i	-15	-9	-1	-4	-5	2
Cc1ncc([N+](=O)[O-])n1CC(=O)Nc1ccc(Cl)cc1	-4	8	i	5	4	-4	-2	4	2
C=CCn1c(SCC(=O)NC2CC2)nnc1-c1cccs1	0	-9	i	4	0	2	2	-10	1
CC(C)CCn1c(SCCc2ccccc2)nc2c1c(=O)[nH]c(=O)n2C	8	-15	i	8	-3	4	-5	34	3
CCO[C@H]1OC(C(=O)Nc2ccccc2)=C[C@@H](C2CC2)[C@@H]1CCCO	-4	19	i	8	6	0	0	-6	-2
CCNC(=O)c1cc2c(=O)n3cccc(C)c3nc2n(CCc2ccccc2)c1=N	-4	5	i	11	6	-2	-4	1	-9
Cn1c(CN2CCCCC2)c(C#N)c2ccccc21	5	10	i	-12	-4	-3	6	8	-6
Cc1occc1-c1nnc(SCC(=O)c2ccccc2)n1CC1CCCO1 (centres undefined)	-7	-35	i	-7	-5	-1	-5	-13	-3
CCn1cc(CN2CCCC(C(=O)Nc3cccc(-n4cccn4)c3)C2)cn1 (centres undefined)	-6	7	i	-12	-9	-4	-2	2	1
O=C1CCCc2ccccc2N1Cc1ccc(Cl)cc1Cl	10	2	i	8	18*	1	-2	2	-3
Cc1ccc2nc(C(C)O)[nH]c2c1 (centres undefined)	-6	-3	i	-2	-1	3	-2	-5	-3
Cc1ccc(S(=O)(=O)N2CCOCC2)cc1C(=O)Nc1cccc(S(=O)(=O)N2CCCC2)c1	18	-2	i	2	1	1	-2	-3	1
COc1ccc(CNC(=O)C(c2ccc(O)cc2)N(Cc2ccco2)C(=O)c2snc(C(N)=O)c2N)cc1 (centres undefined)	0	7	i	3	6	0	1	4	-14

An excerpt from above in order of SMILES length, ascending.
SMILES	FAS TE block	SKN-1 inh	Neddylation inh	CendR NRP1 mod	E coli Lon inh	Rin1 Abl inh	bovine MsrA act	MLLE-PAM2 inh	MT1-MMP act inh
C=CCn1c(SCC(=O)NC2CC2)nnc1-c1cccs1	0	-9	i	4	0	2	2	-10	1
CCN(CC)CCOC(=O)C(Cc1ccco1)Cc1cccc2ccccc12 (centres undefined)	7	-2	i	-6	6	-3	-1	16	-2
CCOc1ccc(CC(=O)Nc2ccc(S(=O)(=O)N3CCCC3)cc2)cc1	5	-5	i	2	1	1	-3	4	-4

Next part:
SMILES	FAS TE block	SKN-1 inh	Neddylation inh	CendR NRP1 mod	E coli Lon inh	Rin1 Abl inh	bovine MsrA act	MLLE-PAM2 inh	MT1-MMP act inh
CCC1NC(C(=O)O)Cc2c1[nH]c1ccccc21 (centres undefined)	-11	8	/	-15	-5	-1	-9	-8	0
C=CCNC(=O)C1CC=CCC1C(=O)O (centres undefined)	-11	-6	i	16	-5	0	0	5	0
COc1cccc(NC(=O)Cn2nc(Cc3cccnc3)c3ccccc3c2=O)c1	5	-3	i	-14	-8	0	-4	10	3
O=C(c1cnn2c(C(F)F)cc(-c3ccccc3)nc12)N1CCN2CCCC2C1 (centres undefined)	-6	-4	i	21	-7	-4	1	-5	1
CCCCCN(C(=O)CCC(=O)OC(C)C(=O)c1ccccc1)c1c(N)n(CCCC)c(=O)[nH]c1=O (centres undefined)	-5	10	i	-8	-4	1	-3	-4	0
Cn1nc(NC(=O)CC23CC4CC(CC(C4)C2)C3)c2c(F)cccc21	10	-12	i	2	1	2	-7	5	-4
COc1ccc(-c2c(C)nc3c(-c4ccsc4)cnn3c2N)cc1	-2	11	i	3	2	-4	-4	-6	-5
CCOC(=O)C1=C(c2ccccc2)NC(=S)NC1c1cccc([N+](=O)[O-])c1 (centres undefined)	4	1	i	0	7	-4	-3	-104	5
CCN(C(=O)CSc1nnc(-c2ccncc2)n1C)C1CCS(=O)(=O)C1 (centres undefined)	0	13	i	-6	3	3	1	6	1
CC(=O)Nc1sc(C)c(C)c1C(=O)OCC(=O)NCc1ccc(F)cc1	-5	11	i	-5	-3	0	-3	4	1

Entries of single compounds from above. Screens in order: FAS TE block	SKN-1 inh	Neddylation inh	CendR NRP1 mod	E coli Lon inh	Rin1 Abl inh	bovine MsrA act	MLLE-PAM2 inh	MT1-MMP act inh
Entry for O=C(c1cnn2c(C(F)F)cc(-c3ccccc3)nc12)N1CCN2CCCC2C1 (centres undefined) = -6	-4	i	21	-7	-4	1	-5	1
Entry for C=CCNC(=O)C1CC=CCC1C(=O)O (centres undefined) = -11	-6	i	16	-5	0	0	5	0

Screening data: PubChem, several laboratories

An unsorted share of the library; about 4% have a hit in one of these screens.
